Bioassay records: PubChem, Vanderbilt High Throughput Screening Facility
Cav32 inh: inhibitors of human Cav3.2 T-type calcium channel; hit rate 4% among 100,000; B-score at 10 µM; Cav3.2-expressing cells, Fluo-4 calcium fluorescence FDSS; hits give low values; AID 449739; O95180;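 active = single-dose well whose peak fluorescence ratio is a statistical outlier from its plate by either plate-standardised score or position-corrected B-score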
* hit, by the source's call.

Cav32 inh	SMILES
0.55	CC(=O)NC(Cc1c[nH]c2ccccc12)C(=O)N1CCc2ccccc2C1 (stereo unspecified)
0.72	CCn1ccc(C(=O)Oc2ccc(Cl)cc2)n1
0.81	CCN(CC(O)COc1ccc(OCC(O)CN(CC)C2CCCCC2)cc1)C1CCCCC1 (stereo unspecified)
-4.8*	COc1ccc(C(=O)N(Cc2ccco2)Cc2cccs2)c(O)c1
-0.29	COc1ccc(Nc2nc(N)nc(CSc3nnc(N)s3)n2)cc1
-0.28	Cn1nc(OC(=O)Nc2ccccc2)cc1C(F)(F)F
-0.078	CC(C)C[C@H](NC(=O)[C@@H]1O[C@H]1C(=O)O)C(=O)NCCCCN=C(N)N
0.27	Cc1nc2sc(C(c3cccc(F)c3)N3CCCC(C)C3)c(O)n2n1 (stereo unspecified)
0.25	CCOC(=O)N1CCN(C(=O)C(NC(=O)c2ccc(CC)cc2)C(C)C)CC1 (stereo unspecified)
1.1	CCOC(=O)c1c(C)[nH]c(C(=O)COC(=O)CSC)c1C
0.052	COc1ccccc1C1=NOC(C)(c2sc(-c3ccc(Cl)cc3)nc2C)C1 (stereo unspecified)
0.61	COc1ccc(OC)c(NC(=O)C23CCC(C)(C(=O)C2)C3(C)C)c1 (stereo unspecified)
-1.9	O=C(CC(O)(c1ccccc1)C(F)(F)C(F)F)c1cccs1 (stereo unspecified)
0.75	CCn1c(SCC(=O)Nc2cccc(F)c2)nc2c(c1=O)SC(C)C2 (stereo unspecified)
-0.18	Cc1ccc(C2/C(=C(\O)c3cnn(-c4ccccc4)c3C)C(=O)C(=O)N2CCN(C)C)o1 (stereo unspecified)
-0.85	COC(=O)c1c(-c2ccsc2)oc2ccc(-c3cc(OC)c(OC)c(OC)c3)cc12
2.2	COc1ccc(CCN(C)CCC(=O)Nc2c(C)cc(C)cc2C)cc1OC
0.073	C=CCNC(=O)c1ccc(Cn2c(=S)[nH]c3cc4c(cc3c2=O)OCO4)cc1
-0.057	Cc1ccc2[nH]c3c(=O)n(CCC4=CCCCC4)cnc3c2c1
-0.11	COc1ccc(C(=O)Nc2c3c(nn2-c2cccc(Cl)c2)CS(=O)C3)cc1 (stereo unspecified)
-0.23	COC(=O)c1cccc(CSc2nnc(C)s2)c1
-0.4	CCOC(=O)c1c(C)noc1CP(=O)(c1ccccc1)c1ccccc1
-0.16	CCCCCCN(C(=O)CCCCCN1C(=O)NC(c2ccc(-c3ccccc3)cc2)C(C(=O)OCc2ccccc2)=C1C)C(C(=O)NCCCC)c1ccccc1 (stereo unspecified)
-0.0018	CCOC(=O)C1CCN(C(=O)COC(=O)c2ccc(Br)o2)CC1
-8.3*	COc1cccc(C(C)NC(=O)Nc2cccc(C(F)(F)F)c2)c1 (stereo unspecified)
-0.71	COc1cc2cc(CN(Cc3ccc4c(c3)OCO4)C(=O)c3ccco3)c(=O)[nH]c2cc1OC
0.36	CS(=O)(=O)Nc1ccc(C(=O)N2CCCC2)cc1
0.65	CC(C)c1cc(CN2CCN(CCC#N)CC2)cc(C(C)C)c1O
0.39	Nc1c2c(nc3c1CCC3)CCCC2
-0.001	O=C(OCC(=O)N1CCN(c2ccccc2)CC1)c1ccc2ccccc2n1
0.21	CC(=O)Nc1ccc(N2C(=O)C3C4CC(=O)C(c5ccccc54)C3C2=O)cc1 (stereo unspecified)
-0.17	Cc1cccc(-c2cc3nc4c(c(N5CCCC(O)C5)n3n2)CCC4)c1 (stereo unspecified)
-1.9	COCCN(C(=O)CCCC(=O)Nc1ccccn1)C(C(=O)NC1CCCCC1)c1ccc(C)cc1 (stereo unspecified)
-1	O=C1C2C3C=CC(C3=C(c3ccccc3)c3ccccc3)C2C(=O)N1CCO (stereo unspecified)
-6.1*	O=C(Nc1cccc(NC(=O)c2ccc(-c3ccc(Br)cc3)o2)c1)c1ccccc1
0.37	O=C(NCCSc1ccccc1)c1cccnc1
-2.2	CCc1ccc(CC2S/C(=C(\C#N)C(C)=O)NC2=O)cc1 (stereo unspecified)
0.27	O=C(c1cccc(F)c1)N1CCN(S(=O)(=O)c2ccccc2)CC1
0.7	O=C(CCN1CCCCC1)Nn1c(=S)[nH]c2ccccc2c1=O
-1	CCc1ccc2c(Cl)c(C(=O)N/N=C/c3c[nH]c4ccccc34)sc2c1
-1.9	CCOC(=O)NC(NCc1ccccc1Cl)(C(F)(F)F)C(F)(F)F
0.072	COc1ccc(-c2cc(C(F)(F)F)nc(SCC(=O)Nc3cc(C)on3)n2)cc1
0.66	O=C(NCCCn1ccnc1)C(=O)NCC1OCCN1S(=O)(=O)c1ccc(F)cc1 (stereo unspecified)
0.21	N#Cc1nc(COc2ccccc2Cl)oc1NCc1ccc(F)cc1
0.19	CCSc1nc2sc3c(c2c(=O)[nH]1)CC(C)(CC)OC3 (stereo unspecified)
1.6	CCOc1ccccc1N(CC)C(=O)Cn1ncc2c(=O)oc3ccccc3c21
-2.1	CCC(C(=O)NC(C)(C)C)N(C(=O)Cn1nnc(-c2ccccc2F)n1)c1cccc2c1CCCC2 (stereo unspecified)
-1.3	Cc1cc2occ(CC(=O)NC3=NCCS3)c2cc1C(C)C
-0.006	COC(=O)c1cc(Br)ccc1-c1ccc(/C=N/n2nnnc2N)o1
-0.004	N#Cc1c(Nc2ccccc2)sc(C(=O)c2ccccc2)c1N
0.13	Cc1cc(NC(=O)CN2CCN(c3ccc(O)cc3)CC2)no1
1.4	COc1ccc2cc3[n+](cc2c1OC)CCc1cc2c(cc1-3)OCO2
1.2	COC(=O)c1ccccc1NC(=O)CSc1nc(O)cc(=O)n1C1CCCC1
-2.7	O=C(Cc1ccccc1)Nc1nc(-c2cccs2)cs1
0.018	CCN=C1SC(C(=O)NCCc2ccccc2)CC(=O)N1CC (stereo unspecified)
-0.011	CCCCN(C)CCn1c(=S)[nH]c2ncccc2c1=O
-1.7	Cc1[nH]nc2ncc(C(=O)c3cc(Cl)cc(Cl)c3O)cc12
-0.14	CCOC(=O)Cn1nc(C)n(-c2ccc(C(C)(C)C)cc2)c1=O
0.039	CCn1cc(NC(=O)Nc2ccc(OC)c(OC)c2)c(C(N)=O)n1
0.61	Cc1ccc(C(=O)CSc2nnc(Cn3nnc4ccccc43)n2C)cc1

(list continues)
Cav32 inh	SMILES
0.39	CCc1nnc(NC(=O)Nc2ccccc2OC)s1
-0.022	Cc1nnc(SCc2ccccc2)nc1/C=C/NOCc1ccc(Cl)cc1Cl
1	COc1cccc(/C=C2\C(=O)C(=O)c3ccccc32)c1
0.62	Cc1nnc(NC(=O)CSc2nc(C(C)C)nc3sc(C)c(C)c23)s1
-0.035	CN(C)S(=O)(=O)c1ccc(C(=O)NCCOc2ccc(F)cc2)cc1
0.069	O=C(NCCN1CCCCC1)c1ccc2c(c1)OCCO2
-0.67	CC(C)NC(=O)c1sc2nc3c(c(-c4cccs4)c2c1N)CN(C)CC3
0.44	Cc1sc(-c2ccccn2)nc1OC(=O)c1cccc(Cl)c1Cl
0.6	CCN1C(=O)N(CC)C2C1N(C(C)=O)C(=O)N2C(C)=O (stereo unspecified)
0.29	COc1ccccc1C(=O)Nc1sc2c(c1C(=O)NCc1ccco1)CCCC2
-0.83	COc1cc(NC(=O)c2onc(C)c2Cl)c(OC)cc1Cl
-0.5	Cc1ccc(/C=N/N2CCN(Cc3ccc(Cl)cc3)CC2)o1
-1	O=C(CCc1ccccc1)Nc1ccc(Cl)cn1
-0.2	N#Cc1ccc(NC(=O)Nc2ccc(Cl)cc2)cc1
1.2	Cn1cc(C(=O)c2cccc(Cl)c2Cl)cc1C(=O)O
-0.035	O=C(Nc1nccs1)c1cc2sccc2n1Cc1ccc(F)cc1
0.16	CC(C)CC(=O)NC(=S)NCCc1ccccc1
0.57	Cc1ccc(Nc2cc(=O)oc3ccccc23)c(C)c1
0.029	O=C(Nc1ccccc1N1CCCC1)c1cccnc1Cl
-0.76	COc1ccccc1-c1cc(C(F)(F)F)nc(N2CCN(c3ccccc3)CC2)n1
-0.6	CCOC(=O)c1c(NC(=O)OC)sc2c1CCC2
1.5	Cc1ccc(N2CCCCn3c2nc2c3c(=O)[nH]c(=O)n2C)cc1
-1.5	Cc1cc2nc(-c3ccc(SCC(=O)N4CCN(C(=O)c5ccco5)CC4)nc3)[nH]c2cc1C
0.19	CC(=O)c1cccc(NC(=O)C2CCN(S(=O)(=O)c3ccc(C)cc3)CC2)c1
0.92	O=C(C1CCCN1S(=O)(=O)c1cccc2cccnc12)N1CCn2c1nc1ccccc12 (stereo unspecified)
-0.84	CCCNC(=O)NC1C(NC(=O)NCCC)N(C)C(=O)N1C (stereo unspecified)
0.036	COc1ccc(C2C(C(=O)N3CCOCC3)=C(C)NC3=C2C(=O)CC(C)(C)C3)cc1O (stereo unspecified)
0.46	CC(C)CN(CC(C)C)C(=O)CS(=O)(=O)Cc1ccccc1
1.1	CCCCN(C)Cc1c(C)[nH]c2ccc(C)cc2c1=O
0.69	COc1ccc(-c2oc(NC(=O)CCl)c(C#N)c2-c2ccc(OC)cc2)cc1
-2.5	CN(C)S(=O)(=O)Oc1ccccc1C(=O)Nc1cccc(C(F)(F)F)c1
-0.64	O=C(CN1CCN(CC(=O)Nc2ccc(OCc3ccccc3)cc2)CC1)Nc1ccc(F)cc1
-0.0032	CC(C(=O)Nc1ccccn1)N1C(=O)C2C3C=CC(C3)C2C1=O (stereo unspecified)
-0.5	O=C1c2ccccc2C(=O)N1CCC(c1ccc(F)cc1)c1ccco1 (stereo unspecified)
0.27	Cc1ccsc1-c1nc(-c2ccccc2)c(-c2ccccc2)[nH]1
1.3	CCN(CC)S(=O)(=O)c1ccc2c(c1)nc(CCC(=O)OCC(=O)N1CCc3ccccc31)n2C
-0.05	CCN(Cc1ccccc1)C(c1ccc(Cl)cc1)c1nnnn1C(C)(C)C (stereo unspecified)
0.54	O=C(CSc1nnc(COc2cccc3ccccc23)o1)N1CCN(C(=O)c2ccco2)CC1
-0.66	C#CC(=O)N(c1cc(OC)ccc1OC)C(C(=O)NC1CCCC1)c1cccs1 (stereo unspecified)
-3.8	CCc1ccccc1NC(=O)Cn1nc(C(F)(F)F)c2c1CCC2
-0.014	CCOC(=O)CNC(=O)Nc1cc(C(C)(C)C)nn1-c1ccccc1
0.7	CN(C)C(=S)c1ccc2ccccc2n1
-6.7*	Cc1ccc2cc(CN(Cc3ccc4c(c3)OCO4)Cc3nnnn3Cc3ccco3)c(=O)[nH]c2c1
0.43	Cc1cccc(C)c1NC(=O)C1=C(O)c2ccccc2N(C)S1(=O)=O
1.2	COc1ccc(CCNC(=O)CSc2ncn[nH]2)cc1
0.18	O=c1c2ccccc2oc2cc(C#CC3(O)CCCCC3)ccc12
-0.21	Cn1nnnc1SCC(=O)Nc1ccc(Br)cc1Cl
-0.68	COc1cc(C)c(Cl)cc1S(=O)(=O)n1cnc(C)c1
-2.6	CC(NC(=O)COc1ccc(/C=N/NC(=O)C(=O)Nc2ccccc2Br)cc1)c1ccccc1 (stereo unspecified)
0.86	CCOc1ccc(Br)cc1S(=O)(=O)NCCN(C)C
1.3	CCOC(=O)CNC(=O)CSc1nnnn1-c1ccc(C)c(C)c1
0.19	COCc1cc(C)nc(SCC(=O)N2CCC(C)CC2)c1C#N
-0.62	O=C(CSc1nnc(-c2cccnc2)o1)Oc1ccccc1
-1.1	COc1ccccc1NC(=O)CSc1nnc(-c2ccccn2)n1Cc1ccco1
1.3	Cc1ccc(S(=O)(=O)N(CC(=O)N2CCCCC2)c2cccc(C)c2)cc1
-0.86	COc1ccc(Cl)cc1NC(=O)C/C(C)=N/NC(=O)CC#N
-0.4	Cc1ccccc1C(=O)N1CCN(c2nc(N3CCOCC3)nc(N3CCOCC3)n2)CC1
-1	CCC(C)(C(=O)NC1CCCCC1)N(Cc1ccco1)C(=O)c1ccccn1 (stereo unspecified)
-1.3	O=C(Cn1cc([N+](=O)[O-])cn1)Nc1nc2ccccc2s1
-1.5	N#Cc1nc(Cc2ccccc2)oc1N1CCN(c2cccc(Cl)c2)CC1

Continued:
Cav32 inh	SMILES
0.83	c1cncc(-c2nc(NCc3ccco3)c3ccccc3n2)c1
0.019	O=C(Nc1nccs1)c1nc(-c2ccccc2)n(-c2ccccc2)n1
-0.042	CC(CCO)Nc1nc2c([nH]1)c(=O)n(C)c(=O)n2C (stereo unspecified)
0.38	COc1cc(C)c(CNc2ccc(OC)c(OC)c2)cc1C
0.15	COC(=O)N/C(C)=C1/NC(=O)c2ccccc2C(c2ccccc2)N1 (stereo unspecified)
0.67	CCOCCCNC(=O)c1cn(C)c(=O)c2cc(OC)c(OC)cc12
-4.1*	CCNc1cccc2c1C(=O)N(C)C2=O
0.42	CCn1cc(C(=O)NCc2ccc3c(c2)OCO3)c2cc(OC)c(OC)cc2c1=O
0.58	Cn1cc(S(=O)(=O)N2CCC(Cc3ccccc3)CC2)c(=O)n(C)c1=O
0.11	COc1ccc2c3c(c(=O)oc2c1OCC(N)=O)CCCC3

These rows are one share of the data, so the mix of outcomes need not match the whole.
